NSD2 HMT inh – NSD2 histone methyltransferase inhibitors, primary screen, biochemical, AlphaScreen, single concentration, set 2. Histone-lysine N-methyltransferase NSD2 (Homo sapiens), O96028. NSD2 peptide methylation, 120 min. inhibition, % at 12.5 µM. 310,000 tested, 0.54% active. AID 743445, 2014; in the data active means inhibition above about 50%
Target sequence (O96028 whole entry, looked up): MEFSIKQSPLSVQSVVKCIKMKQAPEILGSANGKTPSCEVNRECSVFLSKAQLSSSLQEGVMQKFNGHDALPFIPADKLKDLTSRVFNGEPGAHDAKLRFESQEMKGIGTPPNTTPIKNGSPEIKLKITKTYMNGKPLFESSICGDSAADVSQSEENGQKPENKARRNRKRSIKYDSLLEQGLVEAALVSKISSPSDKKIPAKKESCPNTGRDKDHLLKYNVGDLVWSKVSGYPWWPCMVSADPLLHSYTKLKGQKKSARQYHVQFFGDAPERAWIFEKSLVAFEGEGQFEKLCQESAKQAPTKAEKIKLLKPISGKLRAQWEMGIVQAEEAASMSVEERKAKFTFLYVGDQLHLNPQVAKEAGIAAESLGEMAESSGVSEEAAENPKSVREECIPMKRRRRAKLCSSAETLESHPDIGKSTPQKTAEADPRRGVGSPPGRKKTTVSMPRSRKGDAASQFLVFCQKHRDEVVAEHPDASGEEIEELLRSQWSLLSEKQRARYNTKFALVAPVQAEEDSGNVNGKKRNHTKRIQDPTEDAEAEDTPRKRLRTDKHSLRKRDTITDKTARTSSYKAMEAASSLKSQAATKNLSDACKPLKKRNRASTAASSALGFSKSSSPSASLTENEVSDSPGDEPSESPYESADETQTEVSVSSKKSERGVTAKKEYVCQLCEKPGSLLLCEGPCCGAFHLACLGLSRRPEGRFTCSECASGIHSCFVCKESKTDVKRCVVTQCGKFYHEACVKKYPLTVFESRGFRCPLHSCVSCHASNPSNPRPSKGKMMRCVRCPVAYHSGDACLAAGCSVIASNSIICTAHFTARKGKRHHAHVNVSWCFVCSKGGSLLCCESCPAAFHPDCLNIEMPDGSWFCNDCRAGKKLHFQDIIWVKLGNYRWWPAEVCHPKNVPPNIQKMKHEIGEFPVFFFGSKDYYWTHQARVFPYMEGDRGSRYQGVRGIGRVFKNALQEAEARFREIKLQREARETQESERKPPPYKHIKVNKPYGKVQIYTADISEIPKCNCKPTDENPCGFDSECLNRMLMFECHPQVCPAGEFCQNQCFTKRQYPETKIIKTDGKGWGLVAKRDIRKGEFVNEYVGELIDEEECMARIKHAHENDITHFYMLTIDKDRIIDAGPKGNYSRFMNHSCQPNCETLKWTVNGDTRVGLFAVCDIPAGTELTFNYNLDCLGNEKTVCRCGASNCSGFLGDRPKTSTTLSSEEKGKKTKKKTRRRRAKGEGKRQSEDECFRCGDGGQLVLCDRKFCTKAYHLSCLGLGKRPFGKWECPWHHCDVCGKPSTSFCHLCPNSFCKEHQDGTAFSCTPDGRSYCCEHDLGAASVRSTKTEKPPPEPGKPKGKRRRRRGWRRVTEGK
Keap1-Nrf2 PPI – Keap1-Nrf2 protein-protein interaction inhibitors, primary screen, biochemical, fluorescence polarization, single point | Kelch-like ECH-associated protein 1 (Homo sapiens), Q14145 | Keap1 Kelch-Nrf2 peptide fluorescence polarization, 1536-well | inhibition, % at 9.4 µM | 340,000 tested, 0.15% active | AID 504523, 2011; in the data active means inhibition above about 12%;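 further: human Keap1 Kelch domain with fluorescein labeled Nrf2 9mer peptide probe; 0% = neutral control wells and 100% = peptide positive control; higher means more block of Keap1 binding to Nrf2 peptide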
dFosB activator – activators of delta FosB homodimer, primary screen, biochemical, fluorescence polarization, TAMRA-CDK5 oligo, single point | 340,000 tested, 0.99% active | activation, % at 25 µM | purified delta FosB; percent of positive-control signal above neutral wells;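 active means mean activation above about 17%, with every replicate also reaching it, limit read from the data, passing the limit was not always enough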;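 further: fluorescence polarization rise as delta FosB binds a TAMRA Cdk5 AP-1 oligo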
cardiac RTF act – cardiac RTF calcium sensitivity activators, primary screen, biochemical, IANBD-TnC fluorescence, EC20 calcium | IANBD-labeled TnC RTF fluorescence at EC20 calcium; 0% EC20 calcium, 100% full calcium | activation, % at 7.2 µM | 340,000 tested, 0.24% active | AID 493008, 2010;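 active means activation above the mean over all tested compounds plus 3 SD, cut at about 30% in these data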;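 further: rise in fluorescence read as greater calcium sensitivity of cardiac thin filaments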
Mot1-301 SUMO – yeast Mot1-301 growth rescue at high temperature, primary screen, SUMOylation pathway inhibitor project, S. cerevisiae, ATP luminescence, 38.5C | S. cerevisiae Mot1-301 growth rescue; percent above DMSO median, 100 means doubled | growth rescue, % at 18.8 µM | 320,000 tested, 1% active | AID 2716, 2010;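 active means every valid replicate shows activation above 250% relative to neutral control wells; inactive means the rest, any valid replicate at or below 250%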;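 further: OY570 slx delta 5 strain wells were the positive control but not used for scaling; some compounds called inactive have numbers as strong as hits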
LANA DNA inh – inhibitors of KSHV C-LANA binding to DNA, primary screen, biochemical, fluorescence polarization, FAM-LBS DNA, MBP-C-LANA, single point; Kaposi's sarcoma herpesvirus LANA C-terminal domain (residues 932-1162) DNA binding; inhibition, % at 9 µM; 340,000 tested, 0.078% active;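 active means highest replicate inhibition at or above 60% at 9 µM, even if other replicates fall short; inactive means all replicates below 60% inhibition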;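 further: 0% = neutral control wells and 100% = 4 µM acridine orange control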
CDK5 inh – inhibitors of human CDK5/p35 kinase, primary screen, biochemical, single concentration; Cyclin-dependent kinase 5 (Homo sapiens) + Cyclin-dependent kinase 5 activator 1 (Homo …; Recombinant CDK5/p35, ADP-Glo luminescence, 60 min; inhibition, % at 10 µM; 330,000 tested, 0.01% active;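 active means highest replicate inhibition of at least 50% and at least 75% of replicates reaching 50%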;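 further: plate controls were DMSO neutral control for no effect and GW8510 at 10 µM for full effect; many of its hits are not listed in these tables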
Cardiac RTF inh – cardiac RTF calcium sensitivity inhibitors, primary screen, biochemical, IANBD-TnC fluorescence, EC70 calcium | Troponin I, cardiac muscle (Homo sapiens) + Troponin T, cardiac muscle (Homo sapiens) + … | IANBD-labeled cardiac RTF, Ca2+ fluorescence | inhibition, % at 7.15 µM | 340,000 tested, 0.12% active;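 active means inhibition above the mean inhibition of all tested compounds plus 3 SD, cut at about 17% in these data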;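 further: assay run at fixed EC70 calcium of 1.6 mM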
Rtt109 Vps75 – inhibitors of C. albicans Rtt109/Vps75 HAT, primary screen, biochemical, ThioGlo CoA-SH fluorescence, plate reader; inhibition, % at 34.9 µM; 330,000 tested, 0.16% active; purified Rtt109/Vps75, 4 h; Histone acetyltransferase RTT109 (Candida albicans (strain SC5314 / ATCC MYA-2876)), …;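 active means inhibition of at least 50% in every replicate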
PfHsp90 set2 – growth inhibition of PfHsp90-expressing yeast, primary screen, antimalarial PfHsp90 inhibitor project, S. cerevisiae, BacTiter-Glo luminescence, single point, set 2 | BacTiter-Glo ATP, 48 h; yeast lacking PDR1 and PDR3 efflux regulators | inhibition, % at 9.4 µM | 310,000 tested, 0.32% active;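 active means every replicate shows inhibition above about 80%, whatever the replicate mean, limit read from the data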;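 further: 0% = DMSO neutral controls and 100% = 20 µM radicicol positive controls; yeast relying on Plasmodium falciparum Hsp90 in place of its own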
PvdQ acylase – P. aeruginosa PvdQ acylase inhibitors, primary screen, biochemical, fluorescence, plate reader and imaging, single point | PvdQ acylase [Pseudomonas aeruginosa LESB58] | purified PvdQ acylase | inhibition, % at 10 µM | 340,000 tested, 0.063% active | AID 488965, 2010; in the data active means inhibition above about 30%, passing the limit was not always enough;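 further: 0% = vehicle neutral wells and 100% = reference inhibitor wells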
* = called active by the depositor; · = not tested or not shown; & = joins results of further samples.

SMILES	NSD2 HMT inh	Keap1-Nrf2 PPI	dFosB activator	cardiac RTF act	Mot1-301 SUMO	LANA DNA inh	CDK5 inh	Cardiac RTF inh	Rtt109 Vps75	PfHsp90 set2	PvdQ acylase
Cc1ccc(S(=O)(=O)Nc2ccc(Br)cc2C(NCC(=O)O)c2ccccc2)cc1 (configuration not stated)	-6	4	-3	-1	-12	·	-0.6	-11	·	0	1
C[C@]12CCC(=O)C=C1CC[C@@H]1[C@@H]2[C@@H](O)C[C@]2(C=O)[C@@H](C(=O)CO)CC[C@@H]12	·	2	1	1	23	-0.3	1.0	7	5	-8	4
Cc1ccc(-c2nnn(CC(=O)N(Cc3cccs3)C(C(=O)NC(C)(C)C)c3ccco3)n2)o1 (configuration not stated)	0	-4	-12	-4	2	-0.6	0.4	-1	1	·	-3
COc1cc(CNCCc2ccc(F)cc2)ccc1OCc1ccc(Cl)nc1	10	-1	-12	-2	-14	1.7	-0.4	-19	4	13	-7
CC/C(=N\Nc1ccc([N+](=O)[O-])cc1[N+](=O)[O-])c1ccc(O)cc1	-1	-2	-9	2	8	-1.6	0.6	5	2	-56	-10
O=C(O)CSCC(=O)N1CCN(S(=O)(=O)c2ccccc2)CC1	1	-1	2	0	0	-0.6	-0.3	-5	3	-6	-3
COCCn1c(C)cc(C(=O)COC(=O)c2cccnc2SC)c1C	5	-2	-7	-3	8	-0.7	0.0	-6	-6	-29	-7
COc1ccc(/C=N/NC(=O)c2cc[n+]([O-])cc2)cc1	-3	8	-1	-2	-3	-0.5	0.2	-1	-8	-4	9
O=S(=O)(c1ccc(F)cc1)N1CCN(C(=S)NCc2ccco2)CC1	1	-4	-1	0	-6	-6.3	0.6	-4	2	2	8
CCOc1cccc(CN2CCCC(C(=O)Nc3ccc(-c4ccn[nH]4)cc3)C2)c1O (configuration not stated)	4	3	-8	1	53	0.4	0.7	-14	-14	-5	-14
COc1ccc(/C=C/C(=O)c2cc(Br)ccc(=O)c2O)cc1	4	-6	-12	-2	-10	2.0	-0.5	-8	-4	100*	-2
COc1ccccc1NC(=O)Cc1nnc(SCC(=O)c2ccccc2)n1C	40	-3	3	-2	10	-0.1	-1.6	-12	-2	6	-12
O=C(c1ccccc1CCc1ccccc1)N1CCOCC1	-1	3	-4	2	5	0.0	-0.7	2	-37	-26	-2
CN1/C(=C\C(=O)COC(=O)C2COc3ccccc3O2)C(C)(C)c2ccccc21 (configuration not stated)	·	-5	9	0	0	2.8	0.0	-5	6	-30	1
Cc1cccc(NC(=O)CCNS(=O)(=O)c2cccc3nsnc23)c1	0	-4	-2	5	5	1.1	-0.3	-9	-7	1	-6
O=C(C[n+]1cccc2ccccc21)c1ccc(Cl)cc1	0	-1	-4	-1	188	4.3	1.4	-4	4	9	11
Cc1ccc(NC(=O)CSc2nc(-c3ccco3)nc3cc(=O)[nH]n23)c(Cl)c1	14	3	-11	4	-11	4.5	-0.4	-3	-14	7	-3
Cc1ccc(C(=O)CNc2ccc(Br)cc2)cc1	-4	-4	3	1	7	-0.8	-1.4	1	-9	·	-9
N#C/C(=C\c1c(N2CCCCC2)nc2ccccn2c1=O)S(=O)(=O)c1ccccc1	1	2	2	5	-6	1.0	0.3	-8	5	-4	-10
Cc1ccoc1C(=O)N1CCCC(CCC(=O)N2CCN(c3ccccn3)CC2)C1 (configuration not stated)	0	-2	-8	11	-5	-0.3	-5.8	-6	-1	-19	-13
CCc1ccc(OCC(=O)NNC(=O)C2CCC2)cc1	8	-4	-3	1	22	-1.8	0.2	-10	-4	·	-9
COc1cc(OC)c(C(=O)NCCCN2CCOCC2)cc1OC	-2	3	-6	-3	88	-11	2.2	-5	-3	4	-20
O=C(NC(=S)NCc1cccnc1)c1ccc([N+](=O)[O-])cc1	2	1	-10	-2	3	-0.9	-1.8	-5	·	-12	7
O=C(Cn1nnc(-c2cccs2)n1)NNC(=O)c1ccccc1Cl	-3	-3	-4	5	-2	1.0	0.5	-8	-6	-10	-15
CSc1ccc(/C=C/C(=O)OCC(=O)NC(C)C)cc1	·	2	0	·	-21	2.2	-0.3	·	-10	4	5
O=S(=O)(c1cccc(F)c1)N1CCN(Cc2ccc3c(c2)OCO3)CC1	0	-3	-5	-3	39	-1.1	1.0	7	15	-11	4
CC(C)NCCOCCOc1ccc(Cl)cc1Br	12	3	-9	9	37	0.8	0.4	-9	-3	3	-6
COc1ccc(NC(=O)C/C(C)=N/NC(=O)c2cnccn2)cc1Cl	-4	3	2	-6	7	-1.1	0.4	1	29	-10	-4
CN(CC(=O)Nc1ccc(F)c(F)c1F)C(=O)c1n[nH]c(=O)c2ccccc12	-3	-4	5	-2	1	-0.9	-0.7	11	-5	21	-1
COc1ccc(S(=O)(=O)N2CCCCC2)cc1NC(=O)c1cccs1	2	1	0	-5	175	1.3	1.7	6	-11	-7	-6
Cc1cc(C)c(NC(=O)CCCOC(=O)C2=COCCO2)c(C)c1	-1	-5	-9	6	-1	-3.0	-2.8	-7	-3	18	-25
C[C@H](CO)N1C[C@H](C)[C@@H](CN(C)CC2CCCCC2)Oc2c(NS(=O)(=O)c3cn(C)cn3)cccc2C1=O	·	1	-3	11	12	1.0	1.0	1	5	3	19
O=C(CCN1C(=O)C2C3C=CC(C4CC34)C2C1=O)Nc1ccc(Cl)cc1O (configuration not stated)	0	-2	-8	1	-23	-1.3	0.1	-4	7	-10	-12
CC(=O)[C@@H]1[C@@H](C(=O)c2ccc(C)cc2)[C@]2(C(=O)Nc3ccccc32)[C@H]2C=Cc3cc(F)ccc3N12	1	1	-11	6	-5	-0.7	-1.1	-5	22&9	-2	-1&-8
O=C(O)C12CC3CC(C1)CC(n1cnc(Cl)n1)(C3)C2	-7	1	3	-3	-15	0.3	-1.1	-7	-3	-22	-10
Cc1oc(CN2CCOCC2)cc1C(=O)O	8	3	-1	-4	-3	-0.7	-4.1	-1	-1	2	-5
O=c1[nH]cnc2c1cnn2Cc1ccccc1Cl	-6	-5	0	1	-15	0.2	-1.6	-3	-7	2	-8
O=S(=O)(NCCCc1ccccc1)c1ccc(Br)cc1	·	1	-10	-5	59	2.4	0.2	-3	4	20	-2
O=C(/C=C/c1ccccc1)NC1CCS(=O)(=O)C1 (configuration not stated)	-1	-5	0	9	-5	1.8	0.3	-7	-5	-6	-17
COC(=O)N/N=C/c1c(C)cc(C)cc1C	0	-3	1	-2	-3	1.4	-0.7	-1	-3	-16	-15
CCN(CC(=O)NCc1cccs1)C(=O)c1ccc(Cl)c(Cl)c1	-1	-2	-2	3	15	-0.3	2.0	-11	-5	·	-20
O=C(O)c1nnn(-c2ccc(F)cc2F)c1-c1ccccc1	-2	0	2	6	18	-0.5	0.4	-1	-1	16	-2
COc1ccc(NC(=O)c2cc(-c3ccccc3)on2)cc1	-2	-4	0	-1	-13	-1.7	0.4	-8	0	-2	5
OC(COc1ccc2c(c1)OCO2)CN1CCc2ccccc2C1 (configuration not stated)	11	-2	-5	4	9	0.3	0.5	-6	·	15	-3
O=C(Nc1ccc(-c2ccc3nncn3n2)cc1)C1CCCCC1	·	0	-7	0	3	1.2	-0.6	-8	2	-1	4
Nc1nccnc1C(=O)N/N=C/c1ccco1	0	-2	3	7	-12	-1.2	3.1	-6	8	9	0
COc1cc(/C=C(/C#N)c2nc3ccccc3c(=O)[nH]2)ccc1O	5	-3	0	5	-7	-0.5	0.9	-7	-2	15	-5
CCOC(=O)c1sc(=S)n(CC)c1N	6	5	5	4	7	0.7	0.6	-10	9	20	-10
O=C(CSc1ccc2ccccc2n1)Nc1nsc(-c2ccc(Cl)cc2)n1	-3	-4	-15	0	12	-0.1	0.0	-19	2	-6	-6
N#Cc1cccnc1N1CCN(C(=O)c2cccc3c2C(=O)c2ccc(-c4ccc(Cl)c(C(F)(F)F)c4)cc2S3(=O)=O)CC1	·	-4	3	-1	-10	-1.1	-2.9	-5	0	13	-14
NC(=O)c1cc(N)ccc1N1CCCCC1	-1	2	-3	·	38	0.6	0.0	·	5	28	-7
Cc1cccc(CSc2nc3c(c(=O)n2C)SCC3)c1	·	-2	-9	-2	-26	-0.7	0.0	-7	3	·	-6
Cc1ccc(CN2CCS(=O)(=O)CC2)cc1	-1	1	-1	0	-1	2.8	-1.7	1	4	11	-2
CSc1ccc(CCNC(=O)C2CCCN(S(=O)(=O)N3CCOCC3)C2)cc1 (configuration not stated)	-4	-9	-2	0	564*	-1.4	-2.2	-4	0	8	-23
CC(C)(Oc1ccc(Cl)cc1)C(=O)OCC(=O)N1CCCC1	-3	1	2	-3	-4	0.0	-0.3	-1	-18	-17	0
COc1ccccc1CCN1CCCC(CN(C)C(=O)c2ccoc2)C1 (configuration not stated)	13	-3	-5	-3	3	0.9	1.4	-7	-9	-10	-2
O=C(CSc1nc2ccccc2[nH]1)NCC1CCCO1 (configuration not stated)	-3	1	-1	-5	-4	0.4	-0.1	-1	-8	15	-6
CN(Cc1ccccc1)C(=O)c1ccccc1NC(=O)c1ccco1	1	-1	1	2	50	0.5	-2.2	-16	5	·	-6
CCOC(=O)/C(=C/Nc1ccc(F)cc1)[N+](=O)[O-]	-2	3	6	-2	-8	0.6	0.0	0	-1	2	1
O=C1C(NS(=O)(=O)c2ccc(Br)cc2)=C(N2CCCCC2)C(=O)c2ccccc21	58*	10	-4	-4	10	-0.8	-0.5	-4	9	3	14
O=C1CCCN2N=C(SCC(=O)Nc3nc4ccccc4s3)SC2=N1	-2	5	-1	1	32	0.1	0.8	-15	-11	-15	-6
O=C(COc1ccc(S(=O)(=O)N2CCOCC2)cc1)Nc1ccccc1Cl	-3	-1	-17	-6	5	-0.1	0.1	-26	1	-30	2

Screening data (PubChem BioAssay)
